TDP43 rescue – qHTS of TDP-43 Inhibitors; AID 652104, 2013; actives 1.8% (n = 410,000); TDP-43 expressing yeast growth rescue, BacTiter-Glo, 24 h; Potency, µM (titrated, usually from 46.1 µM), for the others: top-dose growth rescue (activation), most hits filed as activators; note: % of control where 0% means no effect; nearly all actives have a fitted effect of over 50% in size
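Cell-based yeast growth screen: TDP-43 expression induced in galactose, inoculum OD600=0.02 after raffinose pregrowth to mid-log. Read-out BacTiter-Glo luminescence at 24 hr, 30 deg C; inhibition of toxicity seen as signal increase.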
HEK293 tox – qHTS of GLP-1 Receptor Inverse Agonists: Cytotox Screen; HEK293 cAMP-luciferase reporter cells, luminescence, 24 h; actives 0.13% (n = 410,000); Potency, µM (highest dose often 38.3 µM), for the others: top-dose activity change, negative = inhibition, hits mostly inhibitors; AID 624418, 2012;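 note: loss of luciferase light is scored as toxicity; % is set by controls: 0 for no effect and ±100 for the full control effect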
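1536-well qHTS counterscreen of the MLSMR; 200 cells/uL, 12 h pre-incubation, 23 nL cpd, 24 h at 37 deg C 5% CO2, luciferase detection reagent, 12 min RT, luminescence. Inhibition = undesired.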
GLP1R inv ag – qHTS of GLP-1 Receptor Inverse Agonists (Inhibition Mode); Glucagon-like peptide 1 receptor (Homo sapiens), P43220; HEK293 GLP-1R CRE-luciferase, luminescence, 24 h; GLP-1R form is constitutively active; Potency, µM (doses to about 38.3 µM), without a hit: at the highest dose activity change, negative = inhibition, hits mostly inhibitors; actives 1.6% (n = 410,000); note: % is set by controls: 0 for no effect and ±100 for the full control effect; nearly all actives have a fitted effect of over 55% in size
Target sequence (P43220 whole entry, looked up): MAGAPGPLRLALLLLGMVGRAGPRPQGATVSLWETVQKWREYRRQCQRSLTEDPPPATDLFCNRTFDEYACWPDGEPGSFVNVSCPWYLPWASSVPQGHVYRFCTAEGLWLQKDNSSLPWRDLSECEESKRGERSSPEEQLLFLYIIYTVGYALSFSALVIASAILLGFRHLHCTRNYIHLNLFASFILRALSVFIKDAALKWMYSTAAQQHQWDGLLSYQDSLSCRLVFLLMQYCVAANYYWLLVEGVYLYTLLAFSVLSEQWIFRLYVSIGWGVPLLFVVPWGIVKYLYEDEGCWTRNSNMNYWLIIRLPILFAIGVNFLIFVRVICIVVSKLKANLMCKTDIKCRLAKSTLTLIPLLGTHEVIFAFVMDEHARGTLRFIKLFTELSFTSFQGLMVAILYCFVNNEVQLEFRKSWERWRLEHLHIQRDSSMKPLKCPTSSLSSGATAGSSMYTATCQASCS
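Using stably transfected HEK293 (constitutively active GLP-1R, cAMP-luciferase reporter), compounds were incubated 24 hr and luciferase measured by luminescence.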
KB-V1 cytotox – qHTS assay for MDR1-selective chemotherapeutics: Primary screen using the drug-selected MDR subline cells KB-V1 | Potency, µM (series often up to 46.1 µM), for inactives: top-dose activity change, negative = cytotoxicity, actives largely listed as cytotoxic | actives 3.4% (n = 400,000) | AID 1347076, 2019 | KB-V1 MDR cells viability, CellTiter-Glo, 72 h; note: % is set by controls: 0 for no effect and ±100 for the full control effect; nearly all actives have a fitted effect of over 60% in size
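KB-V1, DMEM (no phenol red) + 10% FBS; cpd pin-transferred, titration series; 72 h, 37 degrees C; CellTiter-Glo, luminescence. Data normalized, curve-fit.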
KB-3-1 cytotox – qHTS assay for MDR1-selective chemotherapeutics: Primary screen using the parental adenocarcinoma cell KB-3-1 | KB-3-1 viability, CellTiter-Glo ATP luminescence, 72 h | Potency, µM (series often up to 46.1 µM), inactives show at the highest dose activity change, negative = cytotoxic, most hits filed as cytotoxic | actives 1.4% (n = 400,000); note: % is set by controls: 0 for no effect and ±100 for the full control effect; nearly all actives have a fitted effect of over 60% in size
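Here the drug-naive KB-3-1 line serves as comparator for MDR sub-line selectivity; cells received compound titrations, 72 h at 37 °C, then CellTiter-Glo readout.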
GLP-1R agonist – qHTS of GLP-1 Receptor Agonists; Glucagon-like peptide 1 receptor (Homo sapiens), P43220; HEK293 GLP-1R CRE-luciferase, luminescence, 4-6 h; cells express a hypersensitive GLP-1R form; Potency, µM (titrated, usually from 45.6 µM), for the others: at the top dose activation, most hits filed as activators; actives 0.007% (n = 380,000); note: % of control where 0% means no effect
HT1080 IDH1KD tx – qHTS for induction of synthetic lethality in tumor cells producing 2HG: qHTS for the HT-1080-IDH1KD cell line. HT-1080 IDH1 knockdown viability, ATP luminescence, 48 h. Potency, µM (highest dose often 46.1 µM), without a hit: at the highest dose activity, negative = toxicity, most hits filed as cytotoxic. actives 2% (n = 360,000);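 note: 0% = DMSO wells and -100% = cell-free medium wells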
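HT-1080-IDH1KD cells (IDH1 knocked down), 750/well in RPMI with 5% FBS, treated with compound 48 h at 37 degrees C. Viability by CellTiter-Glo luminescence, normalised to DMSO and no-cell wells; concentration-response curves classed.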
HT1080NT lethal – qHTS for induction of synthetic lethality in tumor cells producing 2HG: qHTS for the HT-1080-NT fibrosarcoma cell line | HT-1080-NT fibrosarcoma viability, CellTiter-Glo ATP luminescence, 48 h | Potency, µM (titrated, usually from 46.1 µM), for the others: at the highest dose activity, negative = less viability, hits mostly cytotoxic | actives 1.6% (n = 360,000) | AID 686970, 2013;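 note: NT is the 2HG producing partner of a matched IDH1 knockdown line; 0% = DMSO-treated cells and -100% = media-only wells without cells; nearly all actives have a fitted effect of over 55% in size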
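HT-1080-NT; 750 cells/well; 5% FBS RPMI; 48 h compound, 37 degrees C; CellTiter-Glo luminescence; curve fitting and curve-class assignment.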
SW480 rereplic – A quantitative high throughput screen for small molecules that induce DNA re-replication in SW480 colon adenocarcinoma cells | actives 1.8% (n = 340,000) | SW480 DNA re-replication, Hoechst DNA content imaging, 48 h | Potency, µM (series often up to 46.1 µM), inactives show at the highest dose re-replication activation, usual class: activators | AID 624297, 2012; note: % of control where 0% means no effect; nearly all actives have a fitted effect of over 55% in size
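Hoechst fluorescence of nuclei (405 nm excitation, 500-530 nm emission) measured by plate-scanning imager after 48 hr compound exposure at 37 C; re-replication scored as increased number of nuclei with elevated intensity.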
* marks the source's active call; other numbers are inactive results; u = inconclusive; x = not tested or not shown; [ ] = another dose, or the depositor's remark. Calls come from the whole dose curve; as a rule, active = well fitted curve in the direction sought with a large enough effect; inconclusive = small, poorly fitted or top-dose-only effect, or another doubt; inactive = no such curve, though single readings can be large; an effect the other way counts as inactive or inconclusive. Potency is the fitted concentration of half-maximal effect. Hits appear at their usual frequency, and some 9.4% of all compounds hit somewhere here.

SMILES	TDP43 rescue	HEK293 tox	GLP1R inv ag	KB-V1 cytotox	KB-3-1 cytotox	GLP-1R agonist	HT1080 IDH1KD tx	HT1080NT lethal	SW480 rereplic
COc1ccc(F)cc1C(=O)C1CCCN(Cc2cccn2-c2cccnc2)C1 (stereo not drawn)	-3%	5%	u	-26%	u	14%	7%	-7%	4%
CC(C)CC(NS(=O)(=O)c1ccc2c(c1)oc(=O)n2C)C(=O)NCc1ccccc1Cl (stereo not drawn)	-15%	15%	5%	0%	1%	-2%	x	x	x
CCc1nc2c(OCc3ccc(OC)cc3)cccn2c1N(C)C(=O)c1ccc(OC)cc1	16%	-6%	1%	-2%	-1%	0%	-13%	-3%	x
Cc1ccc(-n2c3c(cc(C(=O)O)c2=O)C(=O)CC(C)(C)C3)cc1	3%	4%	13%	19%	-5%	1%	8%	9%	1%
COc1ccccc1CCNC(=O)CN1C(=O)c2ccccc2S1(=O)=O	-4%	0%	1%	u	5%	6%	3%	19%	-195%[inhibitor]
Cc1[nH]c2ccc(Br)cc2c(=O)c1CN1CCCCC1	12%	7%	-1%	-6%	1%	-6%	2%	-2%	-35%[inhibitor]
O=c1c2c3c(sc2nc2n1CCCC2)CCC3	7%	u	0%	6%	9%	3%	0%	1%	-6%
O=C(NNC(=S)Nc1ccc(Cl)cc1)c1ccccc1	u	0%	14%	14%	17%	-5%	-2%	-16%	0%
COc1ccc(NC(=O)C(OC(=O)c2ccc([N+](=O)[O-])o2)c2ccccc2)cc1Cl (stereo not drawn)	17%	12%	2%	14%	-5%	0%	-8%	-2%	1%
c1ccc(NCc2nnc3n2CCCCC3)cc1	-12%	-7%	4%	9%	24%	2%	10%	1%	1%
O=C(CCN1C(=O)/C(=C/c2ccccc2Cl)SC1=S)NNC(=O)c1cccnc1	1%	6%	8%	0%	5%	-4%	0%	3%	-7%[9.22 µM]
COc1ccc(NC(=O)N2CCC(n3nnc4cc(C)ccc43)CC2)cc1	24%	18%	8%	u	-9%	0%	8%	5%	1%
Cc1cnc(-c2nc3ccccc3n2C(C)C(=O)Nc2c(C)cccc2C)cn1 (stereo not drawn)	0%	0%	7%	u	14%	x	13%	17%	x
CCOc1ccc(CNC(=O)CN2C(=O)CCn3nc(-c4cn(C)c5ccccc45)cc32)cc1OC	15%	-12%	-5%	-1%	2%	x	x	x	x
CC(=O)N1CCCc2cc(S(=O)(=O)Nc3cccc(C)c3C)ccc21	-9%	3%	-7%	-16%	-4%	-3%	-2%	-22%	26%

Copied from the list.
Result for `CC(=O)N1CCCc2cc(S(=O)(=O)Nc3cccc(C)c3C)ccc21` under GLP1R inv ag: -7%
Result for `O=C(NNC(=S)Nc1ccc(Cl)cc1)c1ccccc1` under HT1080 IDH1KD tx: -2%

Later entries:
SMILES	TDP43 rescue	HEK293 tox	GLP1R inv ag	KB-V1 cytotox	KB-3-1 cytotox	GLP-1R agonist	HT1080 IDH1KD tx	HT1080NT lethal	SW480 rereplic
COC(=O)C1CCN(C(=O)C(C)Oc2ccc(Cl)cc2Cl)CC1 (stereo not drawn)	2%	-19%	-4%	-4%	4%	8%	-5%	-4%	0%
CC(=O)N1CC(C)Oc2ccc(S(=O)(=O)NC(CC(=O)O)c3ccccc3C)cc21 (stereo not drawn)	15%	-14%	-18%	u	24%	-6%	8%	14%	-6%
NC(=O)C(=O)N/N=C/c1c2ccccc2cc2ccccc12	-12%	35%	-11%	0%	0%	-4%	-14%	-15%	u
COc1ccccc1C(=O)NCCC(=O)Nc1cccc(S(=O)(=O)N2CCCC2)c1	1%	-9%	11%	18%	4%	10%	7%	0%	3%
COc1cccc(C2[C@H](C)C3(CCN2C)OCCO3)c1 (stereo partly drawn)	-8%	-1%	11%	u	-9%	2%	15%	-2%	-2%
Cc1cc(C)nc(/N=C(\NC(=O)C(C)(C)C)Nc2ccccc2)n1	-13%	2%	-26%	-13%	1%	7%	6%	8%	-45%[inhibitor]
CC1(C(=O)NCc2cc(F)cc(C(F)(F)F)c2)C=CC2(CCCCC2)N1C(=O)c1ccccc1 (stereo not drawn)	11%	-2%	-7%	0%	20%	1%	9%	3%	-50%[inhibitor][9.22 µM]
Cc1cc(CN(C)C(=O)c2cc(COc3ccc(C)c(C)c3)on2)n[nH]1	2%	-14%	u	-16%	0%	7%	-5%	11%	u
Cc1ccc(C)n1-c1ccc(C(=O)NN)cc1	21%	-7%	1%	-18%	8%	0%	-8%	-9%	-7%
Cc1ccc(C2=NS(=O)(=O)N(C)C(C(=O)NC3CCCC3)=C2)cc1	12%	3%	1%	-20%	-8%	-6%	3%	0%	-3%
O=c1cnn(-c2ccccc2)c(-c2ccccc2)c1	-28%	u	-24%	u	-25%	3%	u	u	u
O=C1C=CC(=O)N1Cc1cccnc1	3%	1%	3%	9%	2%	9%	0%	0%	-14%
CC(C)(C)OC(=O)C[C@@H]1C/C=C\C[C@H](CC(=O)N[C@H](CO)Cc2ccccc2)C(=O)N2CCC[C@H]2COC1=O	-4%	2%	14%	-7%	-2%	-2%	8%	4%	-8%
CCc1nc2sc3c(Cl)ncnc3c2c2c1CCCC2	14%	2%	3%	4%	-1%	5%	5%	1%	-4%
COc1ccc(-c2coc3cc(OC)cc(O)c3c2=O)cc1	18%	-2%	14%	6%	4%	0%	u	3%	5%

Arranged by heavy-atom count (falling): some entries from above
SMILES	TDP43 rescue	HEK293 tox	GLP1R inv ag	KB-V1 cytotox	KB-3-1 cytotox	GLP-1R agonist	HT1080 IDH1KD tx	HT1080NT lethal	SW480 rereplic
CC(C)(C)OC(=O)C[C@@H]1C/C=C\C[C@H](CC(=O)N[C@H](CO)Cc2ccccc2)C(=O)N2CCC[C@H]2COC1=O	-4%	2%	14%	-7%	-2%	-2%	8%	4%	-8%
CC1(C(=O)NCc2cc(F)cc(C(F)(F)F)c2)C=CC2(CCCCC2)N1C(=O)c1ccccc1 (stereo not drawn)	11%	-2%	-7%	0%	20%	1%	9%	3%	-50%[inhibitor][9.22 µM]
CC(=O)N1CC(C)Oc2ccc(S(=O)(=O)NC(CC(=O)O)c3ccccc3C)cc21 (stereo not drawn)	15%	-14%	-18%	u	24%	-6%	8%	14%	-6%
Cc1cc(CN(C)C(=O)c2cc(COc3ccc(C)c(C)c3)on2)n[nH]1	2%	-14%	u	-16%	0%	7%	-5%	11%	u
Cc1ccc(C2=NS(=O)(=O)N(C)C(C(=O)NC3CCCC3)=C2)cc1	12%	3%	1%	-20%	-8%	-6%	3%	0%	-3%
COC(=O)C1CCN(C(=O)C(C)Oc2ccc(Cl)cc2Cl)CC1 (stereo not drawn)	2%	-19%	-4%	-4%	4%	8%	-5%	-4%	0%
NC(=O)C(=O)N/N=C/c1c2ccccc2cc2ccccc12	-12%	35%	-11%	0%	0%	-4%	-14%	-15%	u
CCc1nc2sc3c(Cl)ncnc3c2c2c1CCCC2	14%	2%	3%	4%	-1%	5%	5%	1%	-4%
O=c1cnn(-c2ccccc2)c(-c2ccccc2)c1	-28%	u	-24%	u	-25%	3%	u	u	u
Cc1ccc(C)n1-c1ccc(C(=O)NN)cc1	21%	-7%	1%	-18%	8%	0%	-8%	-9%	-7%
O=C1C=CC(=O)N1Cc1cccnc1	3%	1%	3%	9%	2%	9%	0%	0%	-14%

(list continues)
SMILES	TDP43 rescue	HEK293 tox	GLP1R inv ag	KB-V1 cytotox	KB-3-1 cytotox	GLP-1R agonist	HT1080 IDH1KD tx	HT1080NT lethal	SW480 rereplic
CC(=O)NCCC(=O)N1CCc2c([nH]c3ccccc23)C1c1cccc(C)c1 (stereo not drawn)	0%	-2%	u	u	-8%	0%	-28%	-4%	14%
Cc1cc(C)nc(SCc2ccc(C(=O)NN=C3CCCC3)cc2)n1	-2%	-7%	2%	-4%	0%	-4%	-2%	-2%	-18%
CCC(C)c1ccc(O)c(NC(=S)NC(=O)c2cccs2)c1 (stereo not drawn)	u	-14%	8.9µM*	u	-7%	9%	u	-22%	x
Cc1ccc(N2CC(C(=O)Nc3cccnc3)CC2=O)cc1C (stereo not drawn)	6%	6%	0%	8%	-12%	9%	8%	9%	1%
Cn1c(SCc2ccccc2C#N)nnc1-c1ccncc1	-13%	-9%	15%	14%	13%	8%	-2%	1%	-4%
COC(=O)C(Cc1ccccc1)NC(=O)CSc1nc(C)cc(=O)[nH]1 (stereo not drawn)	-1%	19%	-18%	13%	-1%	0%	-1%	-6%	1%
CCOc1ccc(CC2S/C(=N/N=C/c3ccco3)NC2=O)cc1 (stereo not drawn)	-1%[9.22 µM]	-4%	-12%	-5%	3%	-1%	10%	-27%	-12%
COc1ccc(N2CCN(C(=O)Cn3cnc4c3c(=O)n(C)c(=O)n4C)CC2)cc1	9%	-7%	-18%	0%	-10%	1%	12%	7%	-77%[inhibitor]
COc1cccc(-n2nnnc2SCC(=O)c2ccc(NC(C)=O)cc2)c1	-26%	4%	0%	0%	-8%	-5%	-7%	-3%	-3%
COc1ccc(-c2nnc(SCC(=O)NC3CCCCC3)o2)cc1	10%	4%	-1%	-28%	2%	15%	-12%	-6%	-4%
O=C(NC(Cc1ccccc1)C(=O)O)/C(=C/c1ccc(Cl)cc1)NC(=O)c1ccco1 (stereo not drawn)	0%	37%[activator]	-3%	0%	-4%	1%	0%	9%	-7%
Clc1nc2ccccc2cc1-c1nnn(-c2ccccc2Br)n1	-12%	16%	-4%	-11%	-5%	6%	0%	0%	1%
